# From PubChem
# Hsp90 inh: displaces geldanamycin probe from tumor Hsp90 | NCI-N417 lysate Hsp90, Cy3B-geldanamycin FP displacement | inhibition, % at 30 µM | actives 0.35% (n = 64,000) | AID 429;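 active = inhibition above 50%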;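 also: 0% = tracer plus lysate wells and 100% = tracer alone without lysate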
# JNK3 inh: inhibitors of human JNK3 kinase; P53779; purified JNK3 kinase activity, HTS; inhibition, % at 8 µM; actives 0.61% (n = 60,000); AID 746; in the data active = inhibition above about 17%;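 also: 0% = DMSO and 100% = reference inhibitor; many of its hits are not listed in these tables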
# Target sequence (P53779 whole entry, looked up): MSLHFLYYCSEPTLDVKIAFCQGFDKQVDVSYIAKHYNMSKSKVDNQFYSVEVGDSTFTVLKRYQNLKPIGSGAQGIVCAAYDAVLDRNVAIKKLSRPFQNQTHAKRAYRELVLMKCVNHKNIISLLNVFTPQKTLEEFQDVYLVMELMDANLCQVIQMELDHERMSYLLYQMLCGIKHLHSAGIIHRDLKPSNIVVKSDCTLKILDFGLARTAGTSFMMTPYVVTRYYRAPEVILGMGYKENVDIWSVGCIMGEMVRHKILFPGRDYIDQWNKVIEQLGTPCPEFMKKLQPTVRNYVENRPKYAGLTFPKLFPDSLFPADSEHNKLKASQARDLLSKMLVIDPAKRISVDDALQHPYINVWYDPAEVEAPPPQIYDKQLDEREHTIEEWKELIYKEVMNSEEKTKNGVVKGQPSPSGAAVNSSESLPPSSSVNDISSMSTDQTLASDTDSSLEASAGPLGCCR
# PKA inh: inhibitors of human protein kinase A. P17612. PKA Kemptide phosphorylation, Kinase-Glo ATP luminescence. inhibition, % at 6 µM. actives 0.1% (n = 65,000). AID 524;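 active = inhibition above the screen-wide mean inhibition plus 3 SD, cut at about 21% in these data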; also: many of its hits are not listed in these tables
# Autofluor 339: intrinsic fluorescence of library compounds, ex339/em460 – biochemical, MLSMR library, data from DPM-DC assay, artefact control, profiling panel | compound autofluorescence, ex339/em460 nm, NADH buffer; active compounds read high; 1 = no-compound wells, NADH background | fluorescence fold increase at 10 µM | actives 5.5% (n = 65,000) | AID 709;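 active = at 10 µM, mean starting fluorescence two-fold or more over control wells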;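 also: signal is the first read of a kinetic run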
# HER2 expr 66K: Her2 kinase expression inhibition | P04626 | SKBR-3 HER2 protein level, AlphaScreen, 18-24 h; active compounds read low | HER2 level % of control, % at 10 µM | actives 0.69% (n = 65,000) | AID 645;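 active = HER2 level under 5% of the carrier-only control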;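 also: 100% = DMSO carrier and 0% = 500 nM PU-H71 HSP90 inhibitor; lower value means stronger loss of Her2 protein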
# ROCK2 inh: ROCK2 (human) kinase inhibition; purified ROCK2, Kinase-Glo ATP depletion luminescence; actives 0.35% (n = 60,000); O75116; inhibition, % at 6 µM;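 active = inhibition above the screen-wide mean inhibition plus 3 SD, cut at about 18% in these data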;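 also: plate controls were DMSO wells for no effect and Y-27632 control wells after no-enzyme background subtraction for full effect; many of its hits are not listed in these tables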
# Cdc25B inh: inhibitors of human Cdc25B phosphatase; actives 0.1% (n = 65,000); recombinant Cdc25B, OMFP fluorescence Ex485/Em525; P30305; inhibition, %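 (compounds tested at 10 µM final in the well)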; AID 368; in the data active = inhibition above about 50%
# Target sequence (P30305 whole entry, looked up): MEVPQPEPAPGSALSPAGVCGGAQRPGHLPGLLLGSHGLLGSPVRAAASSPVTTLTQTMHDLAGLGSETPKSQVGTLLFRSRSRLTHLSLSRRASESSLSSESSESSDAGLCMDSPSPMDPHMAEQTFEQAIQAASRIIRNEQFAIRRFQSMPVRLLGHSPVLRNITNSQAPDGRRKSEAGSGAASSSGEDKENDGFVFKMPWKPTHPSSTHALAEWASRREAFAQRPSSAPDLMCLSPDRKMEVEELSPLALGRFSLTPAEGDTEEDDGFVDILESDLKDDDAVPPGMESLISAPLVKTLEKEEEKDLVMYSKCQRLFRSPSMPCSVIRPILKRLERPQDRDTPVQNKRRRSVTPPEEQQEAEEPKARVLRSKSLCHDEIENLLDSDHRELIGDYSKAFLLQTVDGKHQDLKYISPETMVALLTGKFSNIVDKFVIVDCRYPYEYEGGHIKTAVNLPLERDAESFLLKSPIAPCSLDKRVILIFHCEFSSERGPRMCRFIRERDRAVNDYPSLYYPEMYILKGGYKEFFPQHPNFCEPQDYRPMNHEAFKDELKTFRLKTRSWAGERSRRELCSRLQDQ
# DUSP1 inh: inhibitors of human MKP-1 phosphatase. P28562. recombinant MKP-1, OMFP hydrolysis fluorescence. inhibition, %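 (compounds tested at a single concentration somewhere between 10 and 100 µM)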. actives 0.15% (n = 65,000);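 active = inhibition above about 50%, limit read from the data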;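 also: 0% = DMSO max control wells and 100% = wells with enzyme stopped by NaOH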
# A340 absorber: absorbance at 340 nm | compound absorbance at 340 nm, fold over control | fold change at 10 µM | 65,000 tested, under 10 active | AID 708;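 active = at 10 µM dose, initial 340 nm absorbance at least 2 fold that of control wells; inactive = change under 2 fold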;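 also: initial absorbance extrapolated from kinetic A340 decline of NADH oxidation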
# * marks the source's active call; other numbers are inactive results; x = not tested or not shown. A portion of the library; count on the stated rates, not on these rows.
Compound	Hsp90 inh	JNK3 inh	PKA inh	Autofluor 339	HER2 expr 66K	ROCK2 inh	Cdc25B inh	DUSP1 inh	A340 absorber
N#CC1=C(N)Oc2n[nH]c(-c3ccccc3)c2C1c1ccncc1 (stereo not drawn)	-1	-3	-4	1.1	76	-2	-14	17	0.99
CC1CCCC(C)N1C(=O)CN1C(=O)C(C)(C)Oc2ccc(C(=O)NC3CCCC3)cc21 (stereo not drawn)	-1	x	5	1	89	x	-2	13	0.99
CCn1ncc(C2=NOC(C(=O)NCCc3ccccc3)C2)c1C (stereo not drawn)	-1	9	13	1.1	94	6	1	25	0.99
c1ccc(-n2ncc3c(N4CCN(c5ccccn5)CC4)nc(N4CCCCC4)nc32)cc1	2	6	12	1.2	119	2	5	16	1
O=C(O)CCCNC1=NCCC1	-2	-1	3	1	71	1	-1	4	0.99
O=C(c1ccc(N2CCOCC2)nc1)N1CCCCC1	-3	7	4	1.2	107	4	-5	14	1
CN(CC(=O)NCc1ccc2c(c1)OCO2)S(=O)(=O)c1ccc(Br)s1	-3	x	-4	1.1	80	x	7	-5	1
CCOC(=O)CSc1nc(NCc2ccco2)c2ccccc2n1	0	x	0	1.2	89	x	-6	-16	1

# Limited to JNK3 inh and PKA inh, for 2 of the compounds above:
Compound | JNK3 inh | PKA inh
CCOC(=O)CSc1nc(NCc2ccco2)c2ccccc2n1 | x | 0
O=C(c1ccc(N2CCOCC2)nc1)N1CCCCC1 | 7 | 4

# Continued.
Compound	Hsp90 inh	JNK3 inh	PKA inh	Autofluor 339	HER2 expr 66K	ROCK2 inh	Cdc25B inh	DUSP1 inh	A340 absorber
Cc1ccc(-n2c(C)cc(C3N=C(N)Nc4nc5ccccc5n43)c2C)c(C)c1 (stereo not drawn)	-2	-4	4	1	87	4	-11	20	1
Cc1ccc(C2C3=C(CC(C)(C)CC3=O)Nc3[nH]c(=S)[nH]c(=O)c32)cc1 (stereo not drawn)	-6	x	-3	1.1	108	x	-5	10	1.1
COc1ccc(C2SCCN2S(=O)(=O)c2ccc(F)cc2)cc1OC (stereo not drawn)	0	-3	-1	1	100	-3	6	1	0.98
Oc1ccc2ccccc2c1/C=N/n1cnnc1	-1	-1	6	1.1	110	4	9	-28	1.1
NC(=O)CSc1nnc(-c2ccc(O)cc2)n1Cc1ccco1	-3	-2	2	1	132	8	-6	-8	0.99
COCCn1c(C)cc(C(=O)CSc2nc(C)cc(C)c2C#N)c1C	-15	-3	7	1.1	126	4	-13	-2	1
COc1ccc(NC(=O)C=C(C)C)cc1Cl	-2	8	8	1.1	129	-5	-7	-1	1
CCC(=O)N1CCc2cc(Br)cc(S(=O)(=O)NCCN3CCOCC3)c21	x	x	4	1.1	48	x	-13	0	1
CC(C)(C)SCCNS(=O)(=O)c1ccc(F)cc1	0	-5	7	1.1	102	2	-1	2	1
O=C1CC(C(=O)Nc2ccc(O)c(C(=O)O)c2)C(c2ccccc2)O1 (stereo not drawn)	-2	4	12	3.1*	108	6	6	29	1
CCN(c1ccccc1)S(=O)(=O)c1ccc(F)cc1	-1	-2	7	1.1	106	11	-9	-1	1
COC(=O)c1nc(-c2ccccc2)oc1N(C)C	-1	-2	-4	3.8*	87	0	-35	-2	1.1
C=CCNc1ncnc2c1ncn2C1OC(CO)C(O)C1O (stereo not drawn)	-5	1	0	1.1	14	-2	-6	18	1
CCC(=O)Nc1nonc1-c1nc2ccccc2n1CCC(C)C	-6	3	10	1.4	73	10	-8	-3	1
c1ccc(-n2ncc3c2ncn2nc(CSc4nc5ccccc5s4)nc32)cc1	-2	1	0	1.9	68	2	4	-7	1
Cc1cccnc1NC(=O)c1c(O)c2ccccc2n(C)c1=O	-1	-1	-1	1	72	-2	-6	4	1.1
COc1cc(OC)c(C2CC(=O)N3CN(c4ccc(C)cc4)CSC3=C2C#N)cc1OC (stereo not drawn)	-1	5	2	1.1	117	-3	8	7	1.1
CC1(C)NC(=O)N(CC(O)CN2CCCCC2)C1=O (stereo not drawn)	-2	4	-1	1	60	5	-1	-6	0.97
O=C(CSc1nc(-c2ccco2)cc(C(F)(F)F)n1)NCCCn1ccnc1	-3	0	9	1.2	91	-3	-7	-12	1.1
CC(C)Oc1ccc(NC(N)=O)cc1	-1	2	-1	1.1	98	-2	-19	-10	1
COc1ccc(-c2noc(CSc3nc(N)c(-c4ccccc4)c(=O)[nH]3)n2)cc1OC	1	0	8	1.1	73	5	1	13	1
O=S1(=O)N=C(Nc2ccc(O)c(CN3CCCCC3)c2)c2ccccc21	-8	-1	4	0.98	106	4	-3	-1	1.1
Cc1noc(C(=O)Nc2ccc3c(c2)OCO3)c1Cl	60*	-1	-8	0.99	98	1	-4	-4	0.99
Cc1sc2ncn3c(C)nnc3c2c1C	-1	-1	-2	0.96	177	1	-4	5	1
Nn1c(SC/C=C/c2ccccc2)nnc1-c1cccnc1	-1	-6	0	1.1	94	-2	-10	-7	1
COc1ccccc1NC(=O)CN1C(=O)CCS(=O)(=O)c2ccccc21	-1	x	-5	1	55	x	-2	11	1
Cc1ccc(-c2cc(C(F)F)nc(NCc3cccnc3)n2)cc1	-5	x	0	1.6	x	x	-18	6	1
O=C(Nc1ccc2c(c1)OCO2)c1cc(C2CC2)on1	-4	0	10	1.1	100	4	-12	1	1.1
O=C(C1CCCO1)N1CCC(O)(c2ccccc2)CC1 (stereo not drawn)	-2	5	7	1	99	2	9	0	1
CC1=CC(c2ccccc2)n2nc(N3C(=O)C4CC=CCC4C3=O)nc2N1 (stereo not drawn)	-2	-1	0	2.3*	108	-4	6	-10	1
COc1ccc(C2N3CC4(C)CN2CC(C)(C3)C4=O)cc1OC (stereo not drawn)	3	-5	5	1.1	118	0	-5	5	1.1
O=S(=O)(/N=C/N1CCOCC1)c1ccc(Cl)cc1	-2	-2	7	1	91	0	-6	-9	0.99

# An excerpt of these results, with values under each structure:
# Below each SMILES – Hsp90 inh	JNK3 inh	PKA inh	Autofluor 339	HER2 expr 66K	ROCK2 inh	Cdc25B inh	DUSP1 inh	A340 absorber
O=C(CSc1nc(-c2ccco2)cc(C(F)(F)F)n1)NCCCn1ccnc1
 : -3	0	9	1.2	91	-3	-7	-12	1.1
CC(C)Oc1ccc(NC(N)=O)cc1
 : -1	2	-1	1.1	98	-2	-19	-10	1
COc1ccc(-c2noc(CSc3nc(N)c(-c4ccccc4)c(=O)[nH]3)n2)cc1OC
 : 1	0	8	1.1	73	5	1	13	1
O=S1(=O)N=C(Nc2ccc(O)c(CN3CCCCC3)c2)c2ccccc21
 : -8	-1	4	0.98	106	4	-3	-1	1.1
Cc1noc(C(=O)Nc2ccc3c(c2)OCO3)c1Cl
 : 60*	-1	-8	0.99	98	1	-4	-4	0.99
Cc1sc2ncn3c(C)nnc3c2c1C
 : -1	-1	-2	0.96	177	1	-4	5	1
Nn1c(SC/C=C/c2ccccc2)nnc1-c1cccnc1
 : -1	-6	0	1.1	94	-2	-10	-7	1
COc1ccccc1NC(=O)CN1C(=O)CCS(=O)(=O)c2ccccc21
 : -1	x	-5	1	55	x	-2	11	1
Cc1ccc(-c2cc(C(F)F)nc(NCc3cccnc3)n2)cc1
 : -5	x	0	1.6	x	x	-18	6	1
O=C(Nc1ccc2c(c1)OCO2)c1cc(C2CC2)on1
 : -4	0	10	1.1	100	4	-12	1	1.1
O=C(C1CCCO1)N1CCC(O)(c2ccccc2)CC1 (stereo not drawn)
 : -2	5	7	1	99	2	9	0	1
CC1=CC(c2ccccc2)n2nc(N3C(=O)C4CC=CCC4C3=O)nc2N1 (stereo not drawn)
 : -2	-1	0	2.3*	108	-4	6	-10	1
COc1ccc(C2N3CC4(C)CN2CC(C)(C3)C4=O)cc1OC (stereo not drawn)
 : 3	-5	5	1.1	118	0	-5	5	1.1
O=S(=O)(/N=C/N1CCOCC1)c1ccc(Cl)cc1
 : -2	-2	7	1	91	0	-6	-9	0.99

# Following part:
Compound	Hsp90 inh	JNK3 inh	PKA inh	Autofluor 339	HER2 expr 66K	ROCK2 inh	Cdc25B inh	DUSP1 inh	A340 absorber
COC(=O)c1cccc(NC(=O)c2nn(C)c(=O)c3ccccc23)c1	1	4	2	1.1	67	-1	2	23	1.1
OC1CN=C2Sc3ccccc3N2C1 (stereo not drawn)	1	-5	8	1.1	119	4	3	-4	1
CCc1ccc(NC(=O)c2cccnc2)cc1	0	2	-3	1	87	-4	-16	2	0.98
Nc1cc(Cl)ccc1Oc1ccccc1	1	0	1	0.97	88	2	8	-2	1
COc1ccc(Cl)cc1NC(=O)Cn1cccc1	-4	-3	-3	1.1	79	3	-8	1	1
c1ccc(CSc2ncccn2)cc1	-3	-5	8	1.1	130	5	0	-14	1
COC(=O)C1=C(N)Oc2cc(C)n(Cc3ccncc3)c(=O)c2C1c1cccnc1 (stereo not drawn)	-2	-2	6	1.1	128	2	-2	-6	0.98
Clc1ccc2[nH]c3c(NCCCN4CCOCC4)ncnc3c2c1	-5	3	5	0.79	77	11	12	-23	1.1
O=C(O)Cn1c(P(=O)(O)c2ccccc2)nc2ccccc21	-3	-4	6	1.1	86	4	2	11	1
O=S(=O)(Cc1ccccc1)Nn1cnnc1	-2	-2	1	1.1	124	5	-6	-4	1.1
S=c1[nH]nc(-c2ccco2)n1C1CCCCC1	2	2	5	1.1	56	1	12	-37	1
CCOC(=O)c1ccc2c(c1)nc(SCc1cn3ccsc3n1)n2CC	0	8	12	1.1	74	5	7	5	1
Cc1cc(NC(=O)c2ccc3c(c2)C(=O)N(C2CCCCC2)C3=O)no1	x	x	-1	1.1	64	x	-8	12	1
Cc1ccccc1NC(=O)C1CCCN(S(=O)(=O)c2cnc[nH]2)C1 (stereo not drawn)	1	0	8	1.1	97	3	-5	-3	0.98
COCCNC(=O)CSCc1nc(-c2ccc(SC)cc2)oc1C	-4	4	6	1.5	123	3	-18	26	1
O=C1c2ccccc2C(O)(Cc2ccccc2)N1Cc1ccco1 (stereo not drawn)	0	3	-2	1.1	114	1	3	-8	0.96
COc1ccc(OC)c(-c2cc(C(=O)Nc3c(C)nn(Cc4ccccc4C)c3C)no2)c1	-3	-2	3	1.6	77	-1	-8	13	1
CCOC(=O)c1ccc(N2Cc3cc(C)c(C)cc3C2)cc1O	-2	2	13	1.1	91	6	1	3	1
O=P(O)(O)CCP(=O)(c1ccccc1)c1ccccc1	0	5	5	1.1	89	3	-1	13	1.1
COC(=O)c1ccc(Nc2cc(C)nc3nc(C)nn23)cc1	-3	4	-7	1.1	98	1	-4	7	1.1
CC(C)N(C(=O)CSc1nnc(-c2cc3ccccc3cc2O)n1Cc1ccco1)C(C)C	-3	9	0	1.1	67	2	-4	25	0.99
O=C1c2ccccc2N2C(=O)c3ccccc3C2N1Cc1ccco1 (stereo not drawn)	x	x	11	1.1	85	x	-2	5	1
COc1ccc(C(=O)COC(=O)CN2C(=O)NC(C)(C)C2=O)cc1OC	-3	0	0	1.1	103	4	2	9	1
COC(=O)CSc1nc(NC(C)C)nc(N2CCOCC2)n1	-5	2	12	1.1	102	7	-1	-13	1
COC(=O)Nc1c(C(=O)OC)cc(OC)c(OC)c1OC	-2	-6	10	1.2	113	3	0	0	1
Cc1ccc(S(=O)(=O)CCC(=O)OCC(=O)Nc2cc(C)on2)cc1	-5	10	4	1.1	90	3	-1	21	0.98
CCn1nccc1C(=O)Nc1cc(Cl)ccc1Cl	-2	1	4	1	86	14	2	-11	0.98
CNc1nc(OC)nc(N2CCOCC2)n1	4	-5	-5	1.1	101	1	-10	-12	1
Cn1c(SCC(=O)N2CCCCC2)nnc1-c1ccc(S(=O)(=O)N2CCOCC2)cc1	-1	2	-7	1.2	125	0	-2	20	1
O=C(CSc1nc(-c2ccccc2)cc(=O)[nH]1)N1CCOCC1	-2	-8	8	1.1	88	6	2	26	1
